# FAK inh = blocks human focal adhesion kinase activity; Q05397; biochemical FAK kinase activity assay; inhibition, %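 (tested at 7 µM)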; 97,000 tested, 0.84% active; AID 727; in the data active = inhibition above about 19%;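 note: 0% = DMSO and 100% = reference compound high control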
# ERa SRC1 inh = ER-alpha (human) coactivator binding inhibition; P03372; TR-FRET ER-alpha LBD / SRC-1 peptide, estradiol-bound; inhibition, % at 25.6 µM; 86,000 tested, 1.7% active; in the data active = inhibition above about 50%;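 note: 0% = receptor plus peptide control and 100% = peptide only without receptor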
# Mac1 fbg inh = inhibitors of human CD11b/CD18 binding to fibrinogen. P05107+P11215. K562 CD11b/CD18 adhesion to fibrinogen, ATPlite luminescence; Mn2+ added to activate the integrin. inhibition, % at 10 µM. 93,000 tested, 0.54% active. AID 1497;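 active = primary inhibition of 50% or more at 10 µM, then 40% or more on retest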; note: some results filed as inactive read as strong as hits
# ERb coact inh = ER-beta (human) coactivator binding inhibition. Q92731. TR-FRET ER-beta LBD / SRC1-Cy5 peptide binding; receptor agonist-loaded with 1 µM estradiol. inhibition, % at 25.6 µM. 86,000 tested, 1.3% active;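 active = compounds whose percent inhibition of the receptor-coactivator binding signal exceeds about 50% in the single-dose screen, limit read from the data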;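 note: 0% = receptor plus peptide wells without compound and 100% = peptide-only wells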
# Target sequence (Q92731 whole entry, looked up, the tested form may be a part): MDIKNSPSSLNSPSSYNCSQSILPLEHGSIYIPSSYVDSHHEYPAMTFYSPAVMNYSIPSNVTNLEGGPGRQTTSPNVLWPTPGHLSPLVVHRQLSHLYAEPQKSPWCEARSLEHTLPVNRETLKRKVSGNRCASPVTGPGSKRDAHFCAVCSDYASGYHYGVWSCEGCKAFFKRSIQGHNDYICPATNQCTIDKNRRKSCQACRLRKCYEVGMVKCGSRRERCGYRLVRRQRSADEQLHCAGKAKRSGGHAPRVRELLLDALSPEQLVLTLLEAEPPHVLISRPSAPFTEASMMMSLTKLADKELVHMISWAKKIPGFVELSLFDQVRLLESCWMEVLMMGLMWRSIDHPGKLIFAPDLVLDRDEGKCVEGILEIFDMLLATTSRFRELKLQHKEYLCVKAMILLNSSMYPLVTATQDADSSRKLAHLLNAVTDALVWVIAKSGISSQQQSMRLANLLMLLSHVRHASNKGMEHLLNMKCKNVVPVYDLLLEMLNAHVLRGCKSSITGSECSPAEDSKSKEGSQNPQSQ
# Plk1 PBD FP = blocks phosphopeptide binding to human Plk1 polo box domain; P53350; Plk1 PBD phosphopeptide binding, fluorescence polarization; inhibition, %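 (tested at about 20 µM)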; 97,000 tested, 0.13% active; AID 693; in the data active = inhibition above about 34%, passing the limit was not always enough
# Mac1 fbg enh = enhancers of human CD11b/CD18 binding to fibrinogen | 93,000 tested, 0.07% active | K562 CD11b/CD18 adhesion to fibrinogen, ATPlite luminescence | AID 1499 | activation, % at 10 µM;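 active = 10 µM primary screen giving 50% or more activity, confirmed by 40% or more on retest at that dose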; note: strong numbers were not always called active
# PLK1 kinase inh = blocks human PLK1 kinase activity | recombinant PLK1 kinase, TR-FRET peptide phosphorylation | inhibition, % at 10 µM | 97,000 tested, 0.53% active | AID 619;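 active = inhibition of 50% or more in the single-concentration screen; inactive = inhibition below 50%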;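 note: 0% = DMSO max control and 100% = H-89 dihydrochloride min control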
# ERa coact pot = ER-alpha (human) coactivator binding potentiation | coactivator binding (% of control), % at 25.6 µM | TR-FRET ERalpha-LBD/SRC-Cy5 coactivator binding, 2 h; 100 = basal binding, no effect | AID 639 | 86,000 tested, 1.3% active; in the data active = activity above about 200%;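 note: binding measured in presence of low estradiol as agonist stimulus; 0% = peptide alone without receptor and 100% = receptor with peptide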
# Rev-RRE block = disrupts HIV-1 Rev binding to RRE RNA. inhibition, % at 8 µM. Rev peptide-RRE RNA binding, FRET. P05866. 97,000 tested, 0.79% active;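 active = inhibition above the screen-wide mean plus 3 SD, cut at about 35% in these data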;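 note: 0% = median DMSO wells and 100% = median Neomycin B control wells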
# Target sequence (P05866 whole entry, looked up): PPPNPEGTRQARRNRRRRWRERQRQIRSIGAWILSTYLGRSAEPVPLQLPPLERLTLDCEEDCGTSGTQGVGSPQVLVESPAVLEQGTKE
#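 Assay system: Labelled RRE RNA duplex and labelled Rev peptide | Times: 5 min preincubation and 15 min binding, 25 °C | Detection: FRET, ex 480 nm, em 540 and 671 nm | Evaluation: % inhibition of FRET ratio versus controls | Benchmarks: DMSO wells as 0% and neomycin B wells as 100% inhibition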
# * = called active by the depositor; · = not tested or not shown; [ ] = another dose, or the depositor's remark.
# A first look, three compounds:
SMILES,FAK inh,ERa SRC1 inh,Mac1 fbg inh,ERb coact inh,Plk1 PBD FP,Mac1 fbg enh,PLK1 kinase inh,ERa coact pot,Rev-RRE block
CC(C(=O)Nc1ncn[nH]1)N1C(=O)c2ccccc2C1=O (stereo not drawn),0,4,·,2,-14,·,-9,94,7
Cc1ccc(C(O)c2ccncc2)cc1 (stereo not drawn),0,·,-1,·,-15,-4,-9,·,6
CCc1ccc(N2CC(C(=O)Nc3cccnc3)CC2=O)cc1 (stereo not drawn),2,-7,-31,-2,-10,1,-9,104,6

# Results, from the first entry:
SMILES,FAK inh,ERa SRC1 inh,Mac1 fbg inh,ERb coact inh,Plk1 PBD FP,Mac1 fbg enh,PLK1 kinase inh,ERa coact pot,Rev-RRE block
CC(C(=O)Nc1ncn[nH]1)N1C(=O)c2ccccc2C1=O (stereo not drawn),0,4,·,2,-14,·,-9,94,7
Cc1ccc(C(O)c2ccncc2)cc1 (stereo not drawn),0,·,-1,·,-15,-4,-9,·,6
CCc1ccc(N2CC(C(=O)Nc3cccnc3)CC2=O)cc1 (stereo not drawn),2,-7,-31,-2,-10,1,-9,104,6
CCN(Cc1ccccc1)S(=O)(=O)c1ccc(S(=O)(=O)N2CCN(CCC#N)CC2)cc1,·,-7,-13,-15,·,0,·,142,·
CC1=CC(C)(C)N(C(=O)CSc2nncn2C)c2ccccc21,0,-6,·,4,15,·,-19,75,9
CN(C)C(=O)C1OC(C)(C)OC1C(=O)N(C)C (stereo not drawn),-1,-2,-6,18,-22,0,-8,108,11
Cc1nc2c(C(=O)NCc3ccco3)cnn2c(C)c1Cc1ccc(F)cc1Cl,8,-2,-9,-2,11,-1,-11,97,13
CN1CCC(=NNC(=O)C(=O)NC2CCCCC2)CC1,-2,2,-24,3,15,1,2,55,0
COc1cc(NC(=O)C(C)Oc2ccccc2)c(C(=O)O)cc1OC (stereo not drawn),8,0[fluorescence artefact?],-24,6,-3,-1,-15,104,4
NS(=O)(=O)c1ccc(NC(=O)CCC2CCCCC2)cc1,-4,2,-17,-1,-21,-2,-7,102,3
O=C(Nc1ccc(Cl)cn1)c1ccc(-c2cc(Cl)ccc2Cl)o1,-6,·,-13,·,-15,-4,-41,·,-1
Cc1cc(NCCCN2CCOCC2)n2nc(C)c(-c3ccccc3)c2n1,0,-13[fluorescence artefact?],-9,-8[fluorescence artefact?],-1,1,-2,80,7
O=C(NC1CCN(C(=S)NCc2ccco2)CC1)c1ccc(F)cc1,2,·,·,·,7,·,-10,·,1
CC(=O)NC(CCS(C)(=O)=O)C(=O)Nc1ccc(C)c(F)c1 (stereo not drawn),-2,-7,7,-5,9,0,-1,128,4
CCCS(=O)(=O)N1CCN(CCCc2ccccc2)CC1,1,-5,-6,-3,18,2,-1,117,-1
CCOC(=O)C1CCCN(C/C(O)=C(\C#N)c2nc(-c3ccc(Cl)cc3)cs2)C1 (stereo not drawn),-2,7,·,20,-50,·,-13,105[fluorescence artefact?],0
Cn1c(CNc2nc(-c3ccccc3)cs2)nnc1SCC(=O)N1CCc2ccccc21,1,-19,1,-17,-1,17,-20,113,1
COc1ccc(NC(=O)c2cc(F)cc(F)c2)cc1Cl,6,·,-1,·,-12,-4,-10,·,5
Cc1ccc(S(=O)(=O)Nc2cc(-c3nn(C)c(=O)c4ccccc34)ccc2N2CCOCC2)cc1,-1,6[fluorescence artefact?],5,4[fluorescence artefact?],-7,3,-18,133,8
CCOC(=O)c1c(C)noc1CP(=O)(c1ccccc1)c1ccccc1,0,0,·,5,-15,·,-14,96,-1
CC1(C)CC(=O)C(Sc2nnc(-c3ccc(NS(C)(=O)=O)cc3)n2Cc2ccco2)C(=O)C1,-2,3[fluorescence artefact?],5,0,10,-1,-11,103,8
Cc1ccccc1NC(=O)C1(NC(=O)c2cccc(N3C(=O)CSC3c3ccccc3)c2)CCCCC1 (stereo not drawn),3,·,90,·,-15,-10,-1,·,-5
CC(C)(C)n1nnnc1C(c1cccnc1)N1CCN(c2cccc(C(F)(F)F)c2)CC1 (stereo not drawn),-1,-4,·,-6,-18,·,8,114,-1
CCN(CC)S(=O)(=O)c1ccc(OC(C)C)nc1,0,-3,12,-6,1,5,-5,110,-1
Cc1sc2nc3ccc(N4CCCCC4)nn3c(=O)c2c1C,-4,-5[fluorescence artefact?],-10,0[fluorescence artefact?],-3,-2,-11,114,10
O=C(Cn1nnc(-c2cccs2)n1)N1c2ccccc2Sc2ccc(C(F)(F)F)cc21,0,2,·,1[fluorescence artefact?],-9,·,9,121[fluorescence artefact?],15
CC(=O)c1cccc(NC(=O)CC2SC(N3CCCCC3)=NC2=O)c1 (stereo not drawn),-4,3,-2,-2,-3,-1,-5,99,0
Cc1ccc(S(=O)(=O)C2(C(=O)Nc3ccc4c(c3)OCO4)CC2)cc1,·,8[fluorescence artefact?],-20,13,·,4,·,87[fluorescence artefact?],·
Cn1nc(CC(=O)N2CCN(c3ccccc3)CC2)c2ccccc2c1=O,-8,-4,36,-13,-23,6,-11,119,1
FC(F)(F)c1cc(-c2ccccc2)nc(N2CCCCC2)n1,-1,-8,-1,-9,18,1,-12,114,11
COCCCNC(=O)C1CCCCN1S(=O)(=O)c1ccc(F)cc1 (stereo not drawn),-2,1,-18,-6,-2,-2,-4,115,1
CCOC(=O)C1CCN(C(=O)c2cn(C)c(=O)c3cc(OC)c(OC)cc23)CC1,5,·,·,·,0,·,-12,·,1
NS(=O)(=O)c1ccc(N2N=C(c3ccccc3)CC2c2ccc(F)cc2)cc1 (stereo not drawn),-6,·,71,·,-4,-5,-4,·,7
N#CCCS(=O)(=O)c1nnnn1-c1ccccc1,-2,61*,8,58*,0,-6,-7,78,2
COc1ccc(-c2csc(N(CC3CCCO3)C(=O)c3cccs3)n2)cc1 (stereo not drawn),0,3,6,9,-9,-5,-6,104,12
Cc1csc(NC(=O)CSc2nnc(C)n2Cc2ccco2)n1,0,2,-15,-9,-14,-1,-7,112,6
COC(=O)c1ccc(C(=O)OC)c(NC(=O)c2cnc3n(c2=O)CCS3)c1,-1,11[fluorescence artefact?],·,4,17,·,-23,136[fluorescence artefact?],-2
COc1cccc2c1nc(C)c1cc(C)oc12,-2,-4,-17,3[fluorescence artefact?],19,0,-9,126,-8
CC(=O)/C(C(=N)N1CCN(C(c2ccccc2)c2ccccc2)CC1)=C(\C)O,2,0,-4,3,4,-1,-7,129,6
Cc1cc(-c2ccccc2)[nH]c(=O)c1S(=O)(=O)c1ccc(Cl)cc1,-9,·,·,·,8,·,-24,·,17
COc1cc(OC)cc(-c2nnc(Sc3ccc(C=O)cc3[N+](=O)[O-])o2)c1,4,·,6,·,11,-9,-5,·,-1
C=CCn1c(Cc2cccs2)nnc1SCC(=O)Nc1ccc(OC)c(OC)c1,-2,8,·,-3,4,·,-12,99,0
Cc1onc(-c2ccccc2Cl)c1C(=O)OCC(=O)c1ccccc1,-2,-6,13,22,1,-6,1,96,17
CCOC(=O)C(Cc1ccccc1)NS(=O)(=O)c1ccc(NC(C)=O)cc1 (stereo not drawn),-1,-4,·,0,14,·,-10,113,5
O=C(Cn1cnc2c(cnn2-c2ccc(F)cc2)c1=O)N1CCCc2ccccc21,-3,3,·,-3,-9,·,-13,93,9

# Five entries out of the list above, ordered by the number in ERa SRC1 inh, rising:
Molecule | ERa SRC1 inh
Cc1onc(-c2ccccc2Cl)c1C(=O)OCC(=O)c1ccccc1 | -6
COc1cccc2c1nc(C)c1cc(C)oc12 | -4
COc1ccc(-c2csc(N(CC3CCCO3)C(=O)c3cccs3)n2)cc1 (stereo not drawn) | 3
C=CCn1c(Cc2cccs2)nnc1SCC(=O)Nc1ccc(OC)c(OC)c1 | 8
N#CCCS(=O)(=O)c1nnnn1-c1ccccc1 | 61*

# Carrying on:
SMILES,FAK inh,ERa SRC1 inh,Mac1 fbg inh,ERb coact inh,Plk1 PBD FP,Mac1 fbg enh,PLK1 kinase inh,ERa coact pot,Rev-RRE block
CC(C)C(OC(=O)c1nsc(Cl)c1Cl)C(=O)NCc1ccc2c(c1)OCO2 (stereo not drawn),3,·,·,·,-35,·,-8,·,9
O=C(Cn1cnc2c(nnn2Cc2ccccc2F)c1=O)N1CCN(c2ccccc2)CC1,0,-23,·,-22,-15,·,-7,121,4
CN(Cc1ccccc1)Cc1c[nH]c2ccccc12,1,1,8,-7,-29,-2,6,102,-3
O=C(Cc1ccc(Cl)cc1)Nc1ccccc1CO,-3,7,-2,-1,1,6,-8,105,8
CC(C)(C)c1ccc(C(=O)Nc2cnccn2)cc1,3,-2,-9,45,16,-4,-12,92,-1

# Single records (already shown). Order of screens: FAK inh | ERa SRC1 inh | Mac1 fbg inh | ERb coact inh | Plk1 PBD FP | Mac1 fbg enh | PLK1 kinase inh | ERa coact pot | Rev-RRE block
# `O=C(Cn1cnc2c(nnn2Cc2ccccc2F)c1=O)N1CCN(c2ccccc2)CC1` is listed with 0 | -23 | · | -22 | -15 | · | -7 | 121 | 4
# `CC(C)(C)c1ccc(C(=O)Nc2cnccn2)cc1` is listed with 3 | -2 | -9 | 45 | 16 | -4 | -12 | 92 | -1
# `O=C(Cc1ccc(Cl)cc1)Nc1ccccc1CO` is listed with -3 | 7 | -2 | -1 | 1 | 6 | -8 | 105 | 8
# `CN(Cc1ccccc1)Cc1c[nH]c2ccccc12` is listed with 1 | 1 | 8 | -7 | -29 | -2 | 6 | 102 | -3
# `CC(C)C(OC(=O)c1nsc(Cl)c1Cl)C(=O)NCc1ccc2c(c1)OCO2` (stereo not drawn) is listed with 3 | · | · | · | -35 | · | -8 | · | 9
